# Source: PubChem (National Center for Advancing Translational Sciences (NCATS))
# AmpC inh det = AmpC beta-lactamase inhibition, detergent assay; 71,000 compounds, 0.09% hits; P00811; purified AmpC, nitrocefin hydrolysis with detergent; Potency, µM (series often up to 28.7 µM), for inactives: top-dose activity change, negative = inhibition; active = well fitted curve in the direction sought with a large enough effect
# Target sequence (P00811 whole entry, looked up): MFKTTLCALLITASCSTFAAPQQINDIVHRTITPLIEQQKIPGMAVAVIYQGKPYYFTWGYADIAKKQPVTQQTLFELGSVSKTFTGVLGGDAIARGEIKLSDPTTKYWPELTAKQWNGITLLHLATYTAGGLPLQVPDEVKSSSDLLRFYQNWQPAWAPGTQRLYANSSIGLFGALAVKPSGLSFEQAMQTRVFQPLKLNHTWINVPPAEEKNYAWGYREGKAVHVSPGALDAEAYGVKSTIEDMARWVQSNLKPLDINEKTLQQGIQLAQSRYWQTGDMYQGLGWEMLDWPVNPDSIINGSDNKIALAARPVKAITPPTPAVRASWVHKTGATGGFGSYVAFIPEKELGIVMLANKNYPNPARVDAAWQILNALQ
#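 E. coli AmpC (5.3 nM) in 20 mM phosphate pH 7.0 with 0.01% Triton X-100, preincubated 15 min RT with compound; nitrocefin (2 uL of 800 uM stock) hydrolysis followed by 480 nm absorbance every 20 s over 4 min.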
# The depositor's hits bear a star; & = joins results of further samples; [ ] = dose if it differs, or a comment. % is set by controls: 0 for no effect and ±100 for the full control effect; potency is the fitted concentration of half-maximal effect.
SMILES,AmpC inh det
C=CCN1CCC2(C)c3cc(O)ccc3C[C@H]1[C@H]2C,0%&-2%&0%
N#Cc1c(-c2ccco2)cc(C2CC2)nc1SCC(=O)c1ccccc1,-2%
Cc1cc(=O)[nH]c(SCc2nc3ncccn3c2Br)n1,3%
N#Cc1ccc(COC(=O)c2ccc3c(=O)[nH]c(CN4CCOCC4)nc3c2)cc1,-6%
CCN(CC)S(=O)(=O)c1ccc2[nH]cc(C(=O)NCCN3CCCCC3C)c(=O)c2c1 (stereo not drawn),1%
COC(=O)c1ccccc1NC(=O)CN1CCC(NC(=O)c2ccccc2C)CC1,-5%
CCC(=O)Nc1nc2ccc(NC(C)=O)cc2s1,-2%
CCOc1ccccc1NC(=O)C1CCN(S(=O)(=O)c2c(C)noc2C)CC1,5%
O=C(COc1ccccc1)NCCc1nc2ccccc2[nH]1,6%
CC1CN(Cc2nc3c(c(=O)n(C)c(=O)n3C)n2CCCc2ccccc2)CC(C)O1 (stereo not drawn),8%
COc1ccc(-c2coc3ccc(O[C@@H]4O[C@@H](COC(C)=O)[C@@H](OC(C)=O)[C@@H](OC(C)=O)[C@H]4OC(C)=O)c(OC(C)=O)c3c2=O)cc1,2%
Cc1cc(NC(=O)c2cc(C)on2)n(-c2ccccc2)n1,-3%
CCOC(=O)Nc1nc(-c2ccccc2)c(C)s1,-2%[5.75 µM]
CC(=O)OCc1ccco1,20%
COCCn1c(C)cc(C(=O)CSc2ccc(NC(C)=O)cc2)c1C,-1%
CCOc1ccc(/C(O)=C2/C(=O)C(=O)N(CCOCCO)C2c2ccccc2)cc1 (stereo not drawn),23%
CCOC(=O)N1CCN(CC(=O)Nc2c(C(=O)OC)[nH]c3ccccc23)CC1,-2%
Cc1nc2ncnn2c(N2CCN(C(=O)Cc3cccs3)CC2)c1C,-3%
CC(C)(C)C(=O)/C=C(\N)c1ccccn1,15%
Cc1cnc(C)c(N2CCC(C(=O)NCc3cccs3)CC2)n1,-1%
COc1cccc(C(c2sc3ncnn3c2O)N2CC(C)OC(C)C2)c1 (stereo not drawn),10%
CCn1c(=O)c2c3c(sc2n(C)c1=O)CCC3,0%
CC1CCCCN1CCCNC(=O)C1CCN(c2nc3ccccc3o2)CC1 (stereo not drawn),7%
COc1ccc2[nH]c(=O)c(CN(CC3CCCO3)C(=O)Nc3ccccc3)cc2c1 (stereo not drawn),12%
O=C(CSc1nc2ccccc2c(=O)n1Cc1ccco1)NCc1ccco1,-3%
CCOC(=O)c1ccc(NC(=O)c2ccc(C)c(S(=O)(=O)N3CCOCC3)c2)cc1,-1%
Cn1c(=O)c2c(nc(OCc3cccnc3)n2Cc2c(F)cccc2Cl)n(C)c1=O,-6%
COc1ccc(N2C(=O)CC(N3CCN(c4ccccc4F)CC3)C2=O)cc1 (stereo not drawn),5%
CC(=O)Cc1ccccc1OCC(=O)O,-1%
CCOC(=O)c1sc(NCC2CCCO2)nc1C (stereo not drawn),-2%
CCOc1cc(-c2c(C#N)c(N)nc3c2CCCC3)ccc1O,-1%
Cc1ccccc1Cn1cc(/C=N/n2cnnc2)c2ccccc21,-2%
CCC(=O)c1ccc(OCC(O)CN2CCN(c3cccc(C(F)(F)F)c3)CC2)cc1 (stereo not drawn),-7%
CCC(NC(=O)NCCCn1ccnc1)(C(F)(F)F)C(F)(F)F,-1%
COC(=O)c1ccc(C(=S)N2CCOCC2)cc1,0%
Cc1cccc(/N=C/c2c(O)cc(C)oc2=O)n1,-4%
OC1(c2ccc(Br)cc2)CCNCC1,-3%
CN(C)CCNC(=O)c1ccccc1-c1ccccc1,-2%
CC1Cc2nc(SCC(=O)Nc3nccs3)n(C)c(=O)c2S1 (stereo not drawn),9%
COCC(=O)N1CCC[C@@]2(CCN(Cc3cc(C(F)(F)F)cc(C(F)(F)F)c3)C2)C1,8%
COC(=O)C1(C)NC(c2cccs2)C2C(=O)N(c3ccccc3F)C(=O)C21 (stereo not drawn),1%
O=C(CN1CCN(c2ccc(Cl)cc2)CC1)c1ccc2c(c1)OCO2,24%
COc1ccc(C(=O)c2ccccc2O)c(O)c1,-2%[12.8 µM]
CC(C)[C@H](NC(=O)Nc1ccc(S(N)(=O)=O)cc1)C(=O)O,-2%
O=C(NC1CCCCCC1)C1c2ccccc2C(=O)N1C1CC1 (stereo not drawn),-3%
O=C(Nc1ccc(CN2CCOCC2)cc1)c1cc2ccccn2n1,5%
Cc1nnc(SCC(=O)Nc2ccc(N3CCOCC3)cc2)o1,1%
CCOc1ccc(Cl)cc1S(=O)(=O)n1nnc2ccccc21,-2%
C[N+]1([O-])[C@@H]2CC[C@H]1CC(OC(=O)[C@@H](CO)c1ccccc1)C2 (stereo partly drawn),-1%[12.8 µM]
C=CCn1c(N)c(C(=O)NCc2cccnc2)sc1=S,-3%
CNc1nc(Oc2ccccc2C(=O)OC)nc(SC)n1,-2%
CCCCCOc1ccc(/C=c2\sc3ncnn3c2=O)cc1,-5%
O=S(=O)(CCOc1ccccc1)c1nc2ccccc2[nH]1,-4%
CCOC(=O)c1ccc(NC(=O)c2ccc(CN3CCOCC3)cc2)cc1,-4%
Cc1cc(C)c2cc(C#N)c(N3CCCC3)nc2c1,-3%
O=C(CSCc1c(F)cccc1Cl)NCc1ccco1,-2%
CCc1ccccc1NC(=O)CSC1=C(C#N)C(c2ccc3c(c2)OCO3)C2=C(CCCC2=O)N1 (stereo not drawn),-5%
Cc1ccc(N=Nc2c(O)c(S(=O)(=O)O)cc3cc(S(=O)(=O)O)ccc23)c(C)c1,0%[5.75 µM]
Brc1cc(Br)c(Oc2cc(Br)c(Br)cc2Br)cc1Br,9%
CNC(=O)CSCc1c(Cl)cccc1Cl,-6%

# Further structures
SMILES,AmpC inh det
COc1ccc(NC(=O)N2CC3(CCN(C(=O)c4ccncc4)CC3)C2)cc1,0%
CCOc1cc(C2C(C#N)=C(N)OC(C)=C2C(C)=O)cc(Br)c1O (stereo not drawn),2%
CCNc1cc2oc(=O)c(CN3CCOCC3)c(C)c2cc1C,-2%
Cc1ccccc1NS(=O)(=O)c1ccc(OCC(=O)NCc2ccco2)cc1,0%
O=C(O)CSc1nnc(-c2ccco2)o1,-3%
Cc1cc(N2C(=O)C(O)=C(C(=O)c3ccc(C)o3)C2c2cccs2)no1 (stereo not drawn),2%
O=C(CN1CCCC1)Nc1ccc(-c2nc3cc(NC(=O)CN4CCCC4)ccc3o2)cc1,-4%
COP(=O)(/C=C/c1ccccc1)C(O)c1ccc(F)cc1 (stereo not drawn),-9%
CCN1CCN(C(=O)c2cn(CC)c3ccc(S(=O)(=O)N(C)C)cc3c2=O)CC1,12%
COc1ccc(OC)c(C2C3=C(CCCC3=O)Nc3nc4ccccc4n32)c1 (stereo not drawn),-3%
CCOC(=O)C(/C(N)=N/C(=O)Nc1ccccc1)=C(\C)O,-9%
CCOc1ccccc1OCCn1nnc2ccccc21,-4%
CC1CCC2CC1C2(C)C (stereo not drawn),8%
CC(OC(=O)c1ccncc1)C(=O)Nc1cccc(Cl)c1 (stereo not drawn),-3%
CCN1C(=O)N(CC)C(O)(c2ccccc2)C1(O)c1ccccc1 (stereo not drawn),0%
CNc1oc(Cc2ccccc2)nc1S(=O)(=O)c1ccc(Cl)cc1,-16%
COCCn1c(=S)[nH]c2ccc(N(C)C)cc2c1=O,-1%
CCOC(=O)c1c(C)c(C(=O)NC2CCCCC2)c(C)n1CC,-4%
Cc1cc(C)n2nc(SC(C)C(=O)NCc3ccco3)nc2n1 (stereo not drawn),-2%
Cc1cc(=O)oc(C)c1C(=O)Nc1cnc2ccccc2c1,-1%
O=C(NCc1n[nH]c(=S)n1-c1ccccc1)c1ccco1,3%
O=c1cnc2cnc(Oc3ccccc3)nc2n1C1CC1,-1%
CN(C/C(O)=C(\C#N)c1ccccc1)C1CCCCC1,10%
CCCCCn1c(SCc2ccncc2)nc2cc(C(=O)NCc3ccco3)ccc2c1=O,14%
CC1=C(C(=O)OCc2ccccc2)C(c2ccc([N+](=O)[O-])cc2)NC(=O)N1CCCCCC(=O)O (stereo not drawn),2%
O=C(CN1CCN(S(=O)(=O)/C=C/c2ccccc2)CC1)NC(=O)NCc1ccco1,-2%
CC(=O)Nc1cc(-c2ccccc2)ccc1O,-2%
O=C1CCCc2c1cc(C(=O)NC1CCSC1=O)c(=O)n2-c1ccccc1 (stereo not drawn),-3%
Cc1cnc(NC(=O)c2ccc3c(c2)C(=O)N(Cc2ccco2)C3=O)s1,-6%
COc1cccc2cc(C(=O)NCC3CCCO3)c(=O)oc12 (stereo not drawn),-5%
CCn1c(COc2ccccc2C)nnc1SCC(=O)Nc1cc(C)on1,10%
Cn1nc(C(=O)N2CCCC2)c2ccccc2c1=O,-1%
COc1ccc(N(CC(=O)N2CCc3ccccc32)S(=O)(=O)c2c(C)noc2C)cc1,1%
CC(=C/C(=O)O)/C=C/c1cccs1,-2%
O=C(NC1(C(F)(F)F)Oc2ccc(Cl)cc2O1)N1CCC2(CC1)OCCO2 (stereo not drawn),2%
CCOc1ccc2c(c1)C(C)=CC(C)(C)N2,12%
O=C(O)c1cccc(S(=O)(=O)N2CCCC2)c1,12%
Cc1cccc(N(C(=O)Cn2nnc3ccccc32)C(C(=O)NCc2ccco2)c2ccncc2)c1 (stereo not drawn),-7%
COC(=O)C(C)Sc1nnc2n(-c3cccc(C)c3)c(=O)c3c4c(sc3n12)CCCC4 (stereo not drawn),14%
CCOC(=O)CCCCC(=O)c1[nH]c(=O)[nH]c1CSc1nc(C)cc(=O)[nH]1,-4%
CCN(CC(=O)Nc1c(C(=O)OC)[nH]c2ccc(Cl)cc12)c1ccc2c(c1)OCO2,-1%
CCOC(=O)c1cc(OCC(=O)NC(C)C(C)C)cc(C(=O)OCC)c1 (stereo not drawn),2%
CC1(C)C(=O)C(c2ccccc2)=C2CN3C(=O)N(CCc4ccccc4)C(=O)C3(Cc3ccccc3)C=C21 (stereo not drawn),27%
CCOc1ccc2[nH]c(=O)c(CN(CCO)C(=O)c3ccc(F)cc3)cc2c1,-3%
Cc1c(N(C)C(=O)C23CC4CC(CC(C4)C2)C3)c(=O)n(-c2ccccc2)n1C,-4%
O=C(Nc1ccccn1)c1cccnc1,11%
CC(=O)NC1=C(OS(=O)(=O)c2ccc(C)cc2)CN(C)C1=O,-2%[5.75 µM]
COc1ccc(C2C(C(C)=O)=C(C)N=c3s/c(=C\c4ccc5c(c4)OCO5)c(=O)n32)c(OC)c1 (stereo not drawn),10%
COC(=O)c1ccc(C(=O)OC)c(NC(=O)CN2CCN(c3ccccc3)CC2)c1,-1%
O=C(OC(C(=O)NC1CCCC1)c1ccccc1F)c1ccco1 (stereo not drawn),-3%
CN(C)C(N)=NCCC[C@H](N)C(=O)O,-4%
COc1ccc2c(c1OC)C(=O)OC2Nc1ccccn1 (stereo not drawn),5%
Cc1cc(NC(=O)CCCOc2ccc(Cl)cc2Cl)no1,13%
CC(C)C(c1nnnn1Cc1ccccc1)N1CCN(Cc2ccco2)CC1 (stereo not drawn),-1%
Cc1ccccc1-c1nc(CN2CCC(C(=O)O)CC2)c(C)o1,10%
CC(C)=C1C2C=CC1C(C(=O)Nc1cccc(C)c1)C2C(=O)O (stereo not drawn),-4%
O=S(=O)(c1ccc2nc(COc3ccc(Cl)cc3Cl)[nH]c2c1)N1CCOCC1,7%
O=C(CNS(=O)(=O)c1ccccc1)N1CCN(c2ccccc2)CC1,0%
CC1(C)CSC(Nc2ccc(F)c(Cl)c2)=N1,10%
O=S(=O)(c1cccc(C(F)(F)F)c1)N1CCN(c2nnnn2-c2ccccc2)CC1,14%
N#Cc1c2n(c(=O)[nH]c1=O)CCCCC2,-5%
CN1CCN(c2ncncc2-c2ccccc2C(F)(F)F)CC1,4%

# Some of the compounds tested; the hit share may differ from the screen's.
